3CLpro inhibitor = SARS-CoV 3CLpro protease inhibitors, primary screen, biochemical, quenched FRET; Replicase polyprotein 1ab (Severe acute respiratory syndrome coronavirus), P0C6X7; recombinant SARS-CoV 3CLpro, quenched FRET peptide cleavage; inhibition, % at 6 µM; 290,000 tested, 0.14% active; AID 1706, 2009; in the data active means inhibition above about 12%
SSB-PriA inh = inhibitors of Klebsiella pneumoniae PriA binding to SSB C-terminal tail, primary screen, biochemical, AlphaScreen | PriA–SSB C-terminal tail interaction (Klebsiella pneumoniae) | AlphaScreen SSBct-PriA binding, biotinylated peptide | inhibition, % at 33 µM | 430,000 tested, 0.6% active; in the data active means inhibition mostly above about 37%, no sharp cut-off; inactive means mostly below about 20%;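 further: plate controls were negative control peptide for no effect and reference peptide for full effect; strong numbers were not always called active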
PrPC surface inh = inhibitors of human cell surface prion protein PrPC, primary screen, cell-based, TR-FRET | Major prion protein (Homo sapiens), P04156 | inhibition, % at 13.8 µM | AID 720596, 2013 | TR-FRET read-out | 370,000 tested, 0.43% active; in the data active means inhibition above about 24%; further: 0% = median of the test wells and 100% = reference compound wells
DUSP3 inh = VHR1 phosphatase inhibitors, primary screen, biochemical, absorbance, uHTS; Dual specificity protein phosphatase 3 (Homo sapiens), P51452; recombinant VHR phosphatase, pNPP absorbance; inhibition, % at 13.3 µM; 290,000 tested, 0.52% active; in the data active means inhibition above about 50%; further: some compounds called inactive have numbers as strong as hits
Target sequence (P51452 whole entry, looked up): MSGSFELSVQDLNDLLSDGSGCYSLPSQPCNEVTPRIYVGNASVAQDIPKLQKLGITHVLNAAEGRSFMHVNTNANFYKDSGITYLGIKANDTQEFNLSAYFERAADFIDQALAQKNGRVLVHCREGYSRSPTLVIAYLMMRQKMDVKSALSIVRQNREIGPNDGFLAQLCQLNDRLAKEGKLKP
CCHFV vOTU inh = CCHFV vOTU protease inhibitors, primary screen, biochemical, Pep-AMC substrate, fluorescence | Crimean-Congo hemorrhagic fever virus L polyprotein viral ovarian tumor (vOTU) protease … | inhibition, % at 11.5 µM | 370,000 tested, 0.55% active | AID 651958, 2012; in the data active means inhibition above about 30%; further: 0% = vehicle wells with enzyme and 100% = no enzyme wells
MazF activator = activators of E. coli MazEF toxin-antitoxin RNase, primary screen, biochemical, fluorescence, uHTS | AID 504720, 2011 | 350,000 tested, 0.32% active | FAM/BHQ RNA-DNA oligo cleavage fluorescence, 5 h | Endoribonuclease toxin MazF (Escherichia coli (strain K12)), P0AE70 | activation, % at 20 µM; in the data active means activation above about 50%
Target sequence (P0AE70 whole entry, looked up): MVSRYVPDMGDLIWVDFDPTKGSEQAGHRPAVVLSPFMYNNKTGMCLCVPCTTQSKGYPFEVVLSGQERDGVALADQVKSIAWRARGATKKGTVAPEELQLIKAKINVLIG
BoNT-F LC inh = BoNT/F light chain protease inhibitors, primary screen, biochemical, flow cytometry, MLPCN library | Botulinum neurotoxin type F light chain protease (Clostridium botulinum) | Multiplex microsphere protease cleavage assay | inhibition, % at 10 µM | 360,000 tested, 0.22% active; in the data active means inhibition above about 35%, passing the limit was not always enough; inconclusive means no clear call, values can overlap the other calls; further: plate controls were buffer without enzyme for full effect and enzyme alone for no effect
BoNT A protease = BoNT/A light chain protease inhibitors, primary screen, biochemical, flow cytometry, MLPCN library; inhibition, % at 10 µM; multiplex microsphere protease substrate cleavage; 360,000 tested, 0.17% active; Botulinum neurotoxin type A light chain protease (Clostridium botulinum A str. ATCC 3502); AID 588499, 2011; further: plate controls were buffer without enzyme for full effect and enzyme alone for no effect
Rv3671c inh = Rv3671c serine protease inhibitors, primary screen, biochemical, fluorescence polarization, M. tuberculosis H37Rv; 320,000 tested, 0.048% active; inhibition, % at 5.96 µM; AID 2606, 2010; in the data active means inhibition above about 38%;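 further: extracellular domain of Rv3671c used as enzyme; 0% = enzyme with DMSO and 100% = no enzyme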
Target sequence (P9WHR9 whole entry, looked up, the tested form may be a part): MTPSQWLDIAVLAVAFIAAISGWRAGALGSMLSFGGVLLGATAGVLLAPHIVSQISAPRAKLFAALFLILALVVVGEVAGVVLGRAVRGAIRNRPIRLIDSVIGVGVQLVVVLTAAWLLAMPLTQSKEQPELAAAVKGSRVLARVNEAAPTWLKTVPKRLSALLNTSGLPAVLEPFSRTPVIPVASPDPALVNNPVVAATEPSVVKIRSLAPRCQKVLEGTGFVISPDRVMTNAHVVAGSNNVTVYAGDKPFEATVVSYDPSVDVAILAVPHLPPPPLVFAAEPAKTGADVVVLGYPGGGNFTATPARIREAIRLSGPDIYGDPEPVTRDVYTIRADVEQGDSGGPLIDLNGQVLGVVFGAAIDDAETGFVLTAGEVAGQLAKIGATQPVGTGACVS
Anthrax LF prot = Bacillus anthracis LF protease inhibitors, primary screen, biochemical, multiplex microsphere, MLPCN library | Lethal factor (Bacillus anthracis), P15917 | multiplex microsphere protease cleavage assay | inhibition, % at 10 µM | 360,000 tested, 0.12% active; further: plate controls were buffer without enzyme for full effect and enzyme alone for no effect
Numbers without * were called inactive; i = inactive; ? = inconclusive; . = not tested or not shown; & = joins results of further samples. Unless noted, no stated cut-off is given here; in the data, active means inhibition above about 30%; inconclusive means no clear call, values can overlap the other calls; inactive means below that. This is a subset; rates above refer to the full screens.

Short forms – A = 3CLpro inhibitor; B = SSB-PriA inh; C = PrPC surface inh; D = DUSP3 inh; E = CCHFV vOTU inh; F = MazF activator; G = BoNT-F LC inh; H = BoNT A protease; I = Rv3671c inh; J = Anthrax LF prot
> CCN(CC)c1nc(SCC(=O)O)nc(N(CC)CC)n1
  A: -1; B: -13; C: 1; D: -12; E: 20; F: -7; G: -11; H: -0.5; I: 5; J: -10
> COc1ccc(-c2cc(CNc3nc(NCc4ccccc4OC)nc4ccsc34)on2)cc1
  A: .; B: .; C: -5; D: .; E: 0; F: .; G: -6; H: -0.5; I: .; J: -3
> CSc1ccccc1NC(=O)CCn1c(=O)oc2ccccc21
  A: -2; B: 1&-3; C: 6; D: 33; E: 5; F: 3; G: -2; H: -0.9; I: -14; J: -2
> COC(=O)C1C(=O)C2=C(CC1C)NC(C)=C(C(=O)OC(C)C)C2c1ccc(OC)c(O)c1 (centres undefined)
  A: 3; B: -10; C: -7; D: 10; E: 9; F: 5; G: 3; H: 1.2; I: -11; J: 2
> O=C(Nc1cccc(S(=O)(=O)N2CCCC2)c1)c1ccc2c(c1)OCO2
  A: 1; B: -1; C: -6; D: 1; E: -5; F: -4; G: -4; H: 0.0; I: 9; J: -1
> CCCS(=O)(=O)N1CCC(C(=O)NCCCN(C)Cc2ccccc2)CC1
  A: -6; B: -9; C: -5; D: -7; E: -3; F: 3; G: 4; H: -0.1; I: 8; J: 4
> Cc1ccc(S(=O)(=O)N2CCCCC2)cc1C(=O)OCC(=O)NC(=O)NC12CC3CC(CC(C3)C1)C2
  A: 3; B: -9; C: 4; D: -2; E: 2; F: -1; G: 4; H: 0.0; I: 0; J: -2
> CNCc1ccccc1OCc1ccc(F)cc1
  A: -3; B: -10; C: -1; D: 1; E: 6; F: 3; G: -8; H: -0.6; I: -10; J: -2
> COC(=O)C1=C(c2cc3ccccc3o2)C[C@@H]2CC[C@H]1N2C(=O)N1CCCC1
  A: .; B: 2; C: 12; D: .; E: 5; F: 3; G: 2; H: -0.2; I: 6; J: -9
> Cc1cccc(NC(=O)Cn2nnc(C(=O)NCc3cccs3)c2N)c1C
  A: 0; B: 13; C: 0; D: 17; E: 4; F: 2; G: -10; H: 0.5; I: -10; J: -3
> COc1ccc(CCNC(=O)CCN2C(=O)C(C)Oc3ccc(C)cc32)cc1OC (centres undefined)
  A: 2; B: -13; C: -2; D: 16; E: -1; F: -2; G: 10; H: 0.5; I: -1; J: -5
> Cc1c(O)c(S(=O)c2ccccc2)c(=O)n(-c2ccccc2)c1-c1ccccc1 (centres undefined)
  A: 2; B: 1; C: 1; D: 11; E: 4; F: 7; G: 1; H: 0.6; I: 1; J: -1
> Cc1ccc(NC(=O)C2CCN(S(=O)(=O)c3ccc4c(c3)NC(=O)C(C)S4)CC2)c(C)c1 (centres undefined)
  A: 2; B: -7; C: -5; D: 8; E: 4; F: 5; G: -1; H: -0.6; I: -10; J: 0
> COc1ccccc1N1CCN(C(=O)c2oc3cc(C)cc(C)c3c2C)CC1
  A: 4; B: -1; C: 8; D: 13; E: 12; F: -1; G: -7; H: -0.5; I: 0; J: -20
> Cc1cc(C)n2cc(COc3ccccc3)nc2n1
  A: 0; B: -1; C: -1; D: -2; E: -21; F: 4; G: -10; H: -0.4; I: -7; J: 0

The results go on.
Short forms – A = 3CLpro inhibitor; B = SSB-PriA inh; C = PrPC surface inh; D = DUSP3 inh; E = CCHFV vOTU inh; F = MazF activator; G = BoNT-F LC inh; H = BoNT A protease; I = Rv3671c inh; J = Anthrax LF prot
> C[C@@H]1CC2C3CC=C4C[C@@H](O)CC[C@]4(C)C3CC[C@]2(C)[C@H]1O (some centres undefined)
  A: .; B: 0; C: 1; D: .; E: 6; F: 0; G: 6; H: -0.1; I: -3; J: 0
> CN1C(=O)S/C(=C\c2ccccc2OCc2ccc(C(=O)O)cc2)C1=O
  A: 0; B: .; C: -8; D: 31; E: -9; F: 11; G: 3; H: 0.4; I: 0; J: 1
> CC(C)CN1CCN(Cc2ccc(C#CC(C)(C)O)cc2)CC1CCO (centres undefined)
  A: 3; B: 5; C: -6; D: 13; E: -7; F: 8; G: -2; H: -0.5; I: 1; J: -3
> COc1ccc(S(=O)(=O)N2CCC(C(=O)Nc3cccc(Cl)c3)CC2)cc1OC
  A: 2; B: -9; C: 1; D: 28; E: 3; F: 6; G: 8; H: 0.4; I: -9; J: -3
> COc1cccc(NC(=O)c2cccs2)c1
  A: 3; B: -11; C: 4; D: -9; E: 2; F: 5; G: 4; H: -1.0; I: -7; J: -4
> CCCS(=O)(=O)NC(=O)C1(C)CCCN(C(=O)c2cccs2)C1 (centres undefined)
  A: .; B: .; C: 1; D: .; E: 5; F: .; G: 4; H: 0.2; I: .; J: -3
> Cc1cccc(Cl)c1NC(=O)NCCCN1CCCCC1C (centres undefined)
  A: .; B: .; C: -8; D: .; E: -8; F: .; G: -7; H: -0.1; I: .; J: -19
> COc1ccc(/C=N/NC(=O)c2ccc[nH]2)cc1
  A: -6; B: .; C: -1; D: 7; E: 0; F: 3; G: ?; H: -0.3; I: 2; J: -8
> Cc1onc(-c2ccccc2)c1C(=O)O/N=C(\N)c1ccc([N+](=O)[O-])o1
  A: 0; B: .; C: -8; D: 32; E: 8; F: 4; G: 4; H: 0.0; I: -3; J: 6
> COCCn1nnnc1C(C(C)C)N(Cc1cccnc1)Cc1ccccc1Cl (centres undefined)
  A: 4; B: 2; C: 1; D: 9; E: -9; F: -2; G: -10; H: -0.2; I: -1; J: 1
> Cc1nnc(SC(C)C#N)n1-c1ccccc1 (centres undefined)
  A: 0; B: -23; C: 0; D: 14; E: -13; F: -3; G: -4; H: -0.9; I: 2; J: 1
> CCn1c(SCC(=O)Nc2nc(-c3ccccc3)cs2)nnc1-c1ccccc1O
  A: 5; B: 21; C: 5; D: 14; E: 10; F: 1; G: -1; H: -0.3; I: -18; J: -4
> O=C(NOCc1ccccc1)OCc1ccccc1
  A: .; B: -12; C: -1; D: .; E: -2; F: 8; G: -5; H: 0.3; I: .; J: -1
> CCN1CCN(S(=O)(=O)c2ccc(Cl)c(C(=O)Nc3nnc(C)s3)c2)CC1
  A: .; B: -13; C: -3; D: .; E: -9; F: -1; G: -99; H: -78; I: 8; J: -18
> COc1cc(OC)cc(-c2nc3ccccc3c(=O)o2)c1
  A: 5; B: -9; C: 9; D: 18; E: 8; F: 3; G: 3; H: 0.2; I: -2; J: -1

A different layout for part of the listing above:
SMILES,3CLpro inhibitor,SSB-PriA inh,PrPC surface inh,DUSP3 inh,CCHFV vOTU inh,MazF activator,BoNT-F LC inh,BoNT A protease,Rv3671c inh,Anthrax LF prot
CCn1c(SCC(=O)Nc2nc(-c3ccccc3)cs2)nnc1-c1ccccc1O,5,21,5,14,10,1,-1,-0.3,-18,-4
O=C(NOCc1ccccc1)OCc1ccccc1,.,-12,-1,.,-2,8,-5,0.3,.,-1
CCN1CCN(S(=O)(=O)c2ccc(Cl)c(C(=O)Nc3nnc(C)s3)c2)CC1,.,-13,-3,.,-9,-1,-99,-78,8,-18

(next part)
Short forms – A = 3CLpro inhibitor; B = SSB-PriA inh; C = PrPC surface inh; D = DUSP3 inh; E = CCHFV vOTU inh; F = MazF activator; G = BoNT-F LC inh; H = BoNT A protease; I = Rv3671c inh; J = Anthrax LF prot
> S=C(c1ccc(-c2ccc(Cl)c(Cl)c2)o1)N1CCOCC1
  A: 4; B: 28; C: .; D: -9; E: .; F: -1; G: -5; H: 3.5; I: -1; J: 6
> COc1cc(/C=C/c2noc(-c3ccccc3O)n2)ccc1OC(C)=O
  A: 0; B: 5; C: 6; D: 8; E: -3; F: 0; G: -3; H: -0.9; I: -2; J: 4
> COc1ccc([C@@H]2[C@@H]3C(=O)N(C(C)(C)C)C(=O)[C@@H]3[C@]3(Cc4ccccc4)C(=O)N(c4cccc(Br)c4)C(=O)N23)cc1
  A: .; B: 1; C: 17; D: .; E: 8; F: 4; G: -2; H: -0.8; I: -11; J: -5
> CN(C)S(=O)(=O)c1cc(NC(=O)CN2CCN(c3ccccc3)CC2)ccc1Cl
  A: 1; B: 15; C: -3; D: 13; E: -3; F: 3; G: 0; H: -0.3; I: -13; J: 0
> Cc1ccc(C(=O)C(C)OC(=O)CN2C(=O)NC3(CCCC3)C2=O)cc1C (centres undefined)
  A: .; B: -1; C: -4; D: .; E: 1; F: 3; G: 12; H: 4.6; I: -8; J: -2
> COc1cccc(C2NC(=O)c3ccccc3O2)c1OC (centres undefined)
  A: -4; B: -1; C: -1; D: 13; E: -2; F: -3; G: 3; H: ?; I: -6; J: -13
> Cc1cccc(-c2nn(-c3ccccc3)cc2C(=O)Nc2cccc(S(=O)(=O)NC3=NCCC3)c2)c1
  A: .; B: -9; C: 8; D: .; E: 14; F: -4; G: 14; H: -0.8; I: -93; J: 0
> O=C(NCc1cccs1)c1ccc2sc([C@@H]3O[C@H](CO)[C@H](O)[C@H](O)[C@H]3O)nc2c1
  A: .; B: .; C: 0; D: .; E: -4; F: .; G: -1; H: 0.1; I: .; J: 2
> Cc1ccc(COc2ccc(/C=N/NC(=O)c3nnn(-c4nonc4N)c3COc3ccc(F)cc3)cc2)cc1
  A: 1; B: i; C: 7; D: 0; E: -17; F: -25; G: 0; H: -0.5; I: 7; J: -3
> CCOC(=O)C(NC(=O)CC)(Nc1nc2c(s1)CCCC2)C(F)(F)F (centres undefined)
  A: 1; B: -16; C: 3; D: 13; E: -5; F: -2; G: -2; H: 0.8; I: -1; J: 2
> CCn1c2ccccc2c2cc(N)ccc21
  A: -5; B: 13; C: 10; D: 32; E: 20; F: 12; G: 4; H: 0.2; I: 6; J: 5
> CCn1c(Cc2ccccc2)nnc1SCC(=O)Nc1ccc(S(N)(=O)=O)cc1
  A: -6; B: -2; C: -5; D: 6; E: -12; F: 10; G: 1; H: 1.5; I: 8; J: 0
> CCN(C(=O)c1ccco1)c1nc(CC(=O)Nc2ccc(Cl)cc2)cs1
  A: 1; B: -7; C: 4; D: -6; E: -5; F: -3; G: 16; H: 2.7; I: -14; J: 3
> Cc1cccc(C)c1NC(=O)COc1ccccc1C(=O)Nc1ccc(Br)cn1
  A: 5; B: 7; C: 3; D: 4; E: -6; F: -24; G: 12; H: 1.0; I: -12; J: -4
> COc1ccc2c(Cl)c(C(=O)NCCCn3ccnc3)sc2c1
  A: 6; B: 0; C: -2; D: -2; E: -4; F: 6; G: 1; H: 2.9; I: 3; J: 3
> CCCC[C@@H]1C=C(C(=O)O)[C@H](c2ccc(Br)cc2)N1S(=O)(=O)c1ccc(C)cc1
  A: .; B: -8; C: 1; D: .; E: 29; F: -7; G: -7; H: -0.2; I: -2; J: -6
> COc1ccc(C)cc1NC(=S)N1CCN(c2ccccn2)CC1
  A: -2; B: -5; C: 8; D: 5; E: 2; F: 0; G: -17; H: -0.8; I: -2; J: 0

Screens (PubChem)
